hIAP activ: human IAP activation; P09923; purified human IAP, CDP-Star luminescence, 30 min; hits give high values; 1 = vehicle-only enzyme, 0 = enzyme-free background; activation factor at 10 µM; 0.16% of 330,000 active; AID 2524;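 active = activation factor of the enzyme at least 2-fold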; also: the source names both 10 and 20 µM as test concentration; values of inactives mirror those of a sister screen read the other way
mIAP activ: increases mouse intestinal alkaline phosphatase activity | muIAP, CDP-Star luminescence, 30 min; hits give high values; 1 = vehicle-only enzyme signal, 0 = enzyme-free wells | activation factor at 10 µM | 0.24% of 330,000 active;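 active = activation factor of at least 2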; also: the source names both 10 and 20 µM as test concentration; values of inactives mirror those of a sister screen read the other way
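System: mouse IAP enzyme. Reagent: CDP-Star chemiluminescent phosphatase substrate. Benchmarks: DMSO wells, no-enzyme wells. Times: 30 min enzyme-substrate-compound incubation at room temperature. Detection: luminescence from enzymatic CDP-Star hydrolysis. Doses: test compounds delivered from DMSO solution.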
A3G deaminase: inhibitors of human APOBEC3G DNA deaminase; recombinant A3G, ssDNA deamination FAM/TAMRA fluorescence; Q9HC16; inhibition, % at 20 µM; 0.28% of 330,000 active; AID 493012;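 active = inhibition of at least 40% at 20 µM, with no more than 30% in the related APOBEC3A deaminase screen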;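 also: plate controls were DMSO wells with A3G for no effect and wells lacking A3G enzyme for full effect; some compounds called inactive have numbers as strong as hits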
Target sequence (Q9HC16 whole entry, looked up): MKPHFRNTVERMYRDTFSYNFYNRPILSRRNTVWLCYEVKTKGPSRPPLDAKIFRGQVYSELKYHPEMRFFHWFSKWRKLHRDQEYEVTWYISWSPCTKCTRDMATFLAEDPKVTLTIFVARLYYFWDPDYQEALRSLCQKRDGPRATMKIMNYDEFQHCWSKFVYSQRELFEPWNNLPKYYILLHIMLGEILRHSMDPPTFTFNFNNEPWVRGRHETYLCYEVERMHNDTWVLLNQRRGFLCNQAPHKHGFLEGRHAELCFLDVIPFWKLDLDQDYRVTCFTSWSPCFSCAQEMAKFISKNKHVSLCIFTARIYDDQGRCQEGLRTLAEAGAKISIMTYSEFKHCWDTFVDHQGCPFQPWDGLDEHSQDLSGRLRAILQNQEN
MIN6 prolif: inducers of beta-cell replication in MIN6 cells; MIN6 cells proliferation, ATPlite luminescence, 48 h; cells starved in 0.2% serum; 100% = growth in 10% serum; proliferation, % at 10 µM; 0.29% of 330,000 active;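 active = compounds whose signal lies at least 3.5 SD above the mean of all wells on their plate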;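 also: 0% = DMSO-treated cells in low-serum medium and 100% = 10% serum control; some compounds called inactive have numbers as strong as hits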
A3A deaminase: human APOBEC3A DNA deaminase inhibition; AID 493011; inhibition, % at 20 µM; recombinant A3A, FAM/TAMRA ssDNA deamination fluorescence; 0.41% of 330,000 active;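 active = at least 40% inhibition at 20 µM here, with at most 30% in a related deaminase screen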;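 also: plate controls were A3A with DMSO for no effect and wells lacking A3A enzyme for full effect; some results filed as inactive read as strong as hits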
Target sequence (P31941 whole entry, looked up): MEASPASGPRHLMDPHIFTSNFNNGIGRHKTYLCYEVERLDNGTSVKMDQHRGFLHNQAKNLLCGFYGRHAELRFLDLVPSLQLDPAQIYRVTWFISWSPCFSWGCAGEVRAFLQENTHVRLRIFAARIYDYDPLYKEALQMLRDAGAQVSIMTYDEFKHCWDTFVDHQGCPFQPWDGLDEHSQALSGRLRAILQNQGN
ATG4B inhibitor: inhibitors of human ATG4B cysteine protease | Q9Y4P1 | ATG4B cleavage of LC3-PLA2, NBD-HPC fluorescence, 1 h | inhibition, % at 8.33 µM | 0.51% of 340,000 active; in the data active = inhibition above about 40%
Target sequence (Q9Y4P1 whole entry, looked up): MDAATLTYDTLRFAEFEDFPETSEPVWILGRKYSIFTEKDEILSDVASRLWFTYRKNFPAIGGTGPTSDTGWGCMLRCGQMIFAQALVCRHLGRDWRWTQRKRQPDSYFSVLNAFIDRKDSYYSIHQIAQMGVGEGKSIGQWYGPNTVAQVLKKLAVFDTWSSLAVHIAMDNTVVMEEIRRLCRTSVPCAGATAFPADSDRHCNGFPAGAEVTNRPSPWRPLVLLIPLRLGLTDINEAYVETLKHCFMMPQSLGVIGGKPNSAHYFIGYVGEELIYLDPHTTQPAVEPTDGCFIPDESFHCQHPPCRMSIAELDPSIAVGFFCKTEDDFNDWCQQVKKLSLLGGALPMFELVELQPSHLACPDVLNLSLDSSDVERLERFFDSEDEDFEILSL
mIAP block: mouse IAP inhibition; 0.2% of 330,000 active; purified mouse IAP, CDP-Star luminescence, 30 min; inhibition, % at 10 µM;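 active = inhibition of at least 40% at 10 µM in the primary screen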;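 also: plate controls were DMSO with enzyme for no effect and no enzyme wells for full effect; values of inactives mirror those of a sister screen read the other way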
hIAP inh: blocks human intestinal alkaline phosphatase. inhibition, % at 10 µM. 0.12% of 330,000 active. AID 2544. P09923. purified IAP, CDP-Star luminescence, 30 min;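 active = inhibition reaching a set limit with compound at 10 µM in the primary screen, cut at about 35% in these data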;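 also: plate controls were DMSO wells with enzyme for no effect and no-enzyme buffer wells for full effect; values of inactives mirror those of a sister screen read the other way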
MPTP inh: inhibitors of mitochondrial permeability transition pore; 1.4% of 360,000 active; inhibition, % at 10 µM; isolated mouse mitochondria, Ca2+ swelling absorbance, 30 min;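 active = inhibition of 50% or more, scaled per plate between neutral and stimulator controls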;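 also: 0% = DMSO wells given calcium and 100% = 1 mM EGTA wells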
* marks the source's active call; other numbers are inactive results.

Screening COc1cccc(CNC(=O)CCCC(=O)Nc2cccc([N+](=O)[O-])c2)c1 returned hIAP activ 0.85, mIAP activ 1, A3G deaminase -8, MIN6 prolif -4, A3A deaminase -5, ATG4B inhibitor 7, mIAP block 0, hIAP inh 14 and MPTP inh 1.0.
COc1ccc2c(C(F)(F)F)cc(=O)oc2c1C was read as hIAP activ 1, mIAP activ 1.1, A3G deaminase -6, MIN6 prolif 1, A3A deaminase -1, ATG4B inhibitor -7, mIAP block -13, hIAP inh 0 and MPTP inh -3.4.
For CC(C)Oc1cccc(C(=O)NC(=S)Nc2ccccc2)c1 the results were hIAP activ 0.83, mIAP activ 0.79, A3G deaminase -4, MIN6 prolif -5, A3A deaminase 1, ATG4B inhibitor 3, mIAP block 21, hIAP inh 17 and MPTP inh 0.1.
For COC(=O)CSc1nc(C2CC2)nc2ccccc12 the results were hIAP activ 0.92, mIAP activ 1, A3G deaminase -4, MIN6 prolif -1, A3A deaminase -4, ATG4B inhibitor -2, mIAP block -2, hIAP inh 8 and MPTP inh -0.2.
Screening CSCCC(NC(=O)c1ccc(C(C)(C)C)cc1)C(=O)O (configuration not stated) returned hIAP activ 1.1, mIAP activ 0.93, A3G deaminase 8, MIN6 prolif -2, A3A deaminase 2, ATG4B inhibitor 5, mIAP block 7, hIAP inh -9 and MPTP inh -2.2.
Screening COC(=O)CSc1nc(C)c(C)c(C)c1C(N)=O returned hIAP activ 1.1, mIAP activ 0.99, A3G deaminase -4, MIN6 prolif -2, A3A deaminase -2, ATG4B inhibitor -1, mIAP block 0, hIAP inh -14 and MPTP inh -1.5.
`O=C(C1CCC1)N1CCN(c2ccc(Cl)cc2)CC1` gave hIAP activ 1.1, mIAP activ 0.93, A3G deaminase -6, MIN6 prolif 0, A3A deaminase -5, ATG4B inhibitor 3, mIAP block 7, hIAP inh -14 and MPTP inh 0.5.
Cc1ccc(CSCCNC(=O)c2ccc(Cl)c(S(=O)(=O)N3CCOCC3)c2)cc1 was read as hIAP activ 1.2, mIAP activ 0.94, A3G deaminase -6, MIN6 prolif 0, A3A deaminase 5, ATG4B inhibitor -14, mIAP block 6, hIAP inh -20 and MPTP inh 38.
CN(C)c1ccc(C(=O)c2ccc(O)cc2O)cc1 was read as hIAP activ 1, mIAP activ 0.92, A3G deaminase 7, MIN6 prolif -1, A3A deaminase 3, ATG4B inhibitor -17, mIAP block 8, hIAP inh -1 and MPTP inh 0.9.
`CCc1nc2nc(C)c(NS(=O)(=O)c3ccc4c(c3)CCCC4)c(=O)n2[nH]1` gave hIAP activ 0.95, mIAP activ 0.92, A3G deaminase -10, MIN6 prolif 0, A3A deaminase 1, ATG4B inhibitor -12, mIAP block 8, hIAP inh 5 and MPTP inh 0.0.
For O=C(Nc1ccc(Oc2ccccc2)nc1)C1CCN(Cc2ccco2)CC1 the results were hIAP activ 1.3, mIAP activ 1.1, A3G deaminase -10, MIN6 prolif -2, A3A deaminase -3, ATG4B inhibitor -3, mIAP block -6, hIAP inh -25 and MPTP inh 0.0.
Cn1c(SCc2ccc(Br)cc2)nc2ccccc2c1=O was read as hIAP activ 0.95, mIAP activ 0.96, A3G deaminase 7, MIN6 prolif -5, A3A deaminase -4, ATG4B inhibitor -1, mIAP block 4, hIAP inh 5 and MPTP inh 5.5.
Screening C=CCn1c(=S)[nH]c2cc(C(=O)NCCc3ccc(S(N)(=O)=O)cc3)ccc2c1=O returned hIAP activ 0.89, mIAP activ 0.92, A3G deaminase -5, MIN6 prolif -4, A3A deaminase -2, ATG4B inhibitor 7, mIAP block 8, hIAP inh 11 and MPTP inh 0.7.
For CCC(C)c1ccccc1NC(=O)COC(=O)CCc1cc(OC)c(OC)c(OC)c1 (configuration not stated) the results were hIAP activ 1.2, mIAP activ 1.1, A3G deaminase -10, MIN6 prolif -1, A3A deaminase 2, ATG4B inhibitor 26, mIAP block -7, hIAP inh -20 and MPTP inh 0.3.
For CCOc1cccc(C(=O)Nc2ccc(N3CCN(S(C)(=O)=O)CC3)cc2)c1 the results were hIAP activ 0.98, mIAP activ 0.99, A3G deaminase -3, MIN6 prolif -1, A3A deaminase 5, ATG4B inhibitor 5, mIAP block 1, hIAP inh 2 and MPTP inh -0.7.
`CCCN(CCC)C(=O)CSc1nc2n[nH]c(C)c2c(=N)n1-c1ccc(OCC)cc1` gave hIAP activ 0.9, mIAP activ 1.1, A3G deaminase 4, MIN6 prolif -4, A3A deaminase 1, ATG4B inhibitor -12, mIAP block -8, hIAP inh 10 and MPTP inh -0.8.
`O=C1CCCN1CCCNc1ccc2nnc(CCC(=O)N3CCN(c4ccc(F)cc4)CC3)n2n1` gave hIAP activ 0.71, mIAP activ 0.9, A3G deaminase 5, MIN6 prolif 0, A3A deaminase -5, ATG4B inhibitor -4, mIAP block 10, hIAP inh 29 and MPTP inh -0.9.
`CCOc1ccccc1C(=O)NCC(=O)Nc1ccc(-c2ccccc2)cc1` gave hIAP activ 1.1, mIAP activ 1, A3G deaminase -1, MIN6 prolif -2, A3A deaminase 0, ATG4B inhibitor -1, mIAP block -1, hIAP inh -7 and MPTP inh 0.1.
CC(=O)c1cccc(NC(=O)c2ccc(NC(=O)CC3SC(N4CCCCC4)=NC3=O)cc2)c1 (configuration not stated) was read as hIAP activ 1.1, mIAP activ 0.9, A3G deaminase -4, MIN6 prolif 1, A3A deaminase 6, ATG4B inhibitor -16, mIAP block 10, hIAP inh -13 and MPTP inh -1.5.
CCOC(=O)/C(=C/C=C1\Sc2ccccc2N1CC)C(C)=O was read as hIAP activ 1, mIAP activ 0.8, A3G deaminase -22, MIN6 prolif -5, A3A deaminase -12, ATG4B inhibitor -4, mIAP block 20, hIAP inh -1 and MPTP inh 1.6.
Screening O=C(CCN=C1NS(=O)(=O)c2ccccc21)OCc1nnc(-c2ccccc2)o1 returned hIAP activ 1, mIAP activ 1, A3G deaminase -4, MIN6 prolif -2, A3A deaminase 1, ATG4B inhibitor -6, mIAP block -2, hIAP inh -3 and MPTP inh -0.9.
For NC(=O)c1c(NC(=O)COC(=O)CSc2nnc(-c3ccc(Cl)cc3)o2)sc2c1CCC2 the results were hIAP activ 0.96, mIAP activ 0.9, A3G deaminase -1, MIN6 prolif -2, A3A deaminase 2, ATG4B inhibitor -15, mIAP block 10, hIAP inh 4 and MPTP inh 1.8.
CCCCN(CCCC)S(=O)(=O)c1ccc(C(=O)Nc2nnc(COC)o2)cc1 was read as hIAP activ 1.2, mIAP activ 0.91, A3G deaminase -5, MIN6 prolif -3, A3A deaminase -4, ATG4B inhibitor -14, mIAP block 9, hIAP inh -24 and MPTP inh -3.2.
`Cc1ccc(NC(=O)COC(=O)/C=C/c2ccc(Br)o2)cc1S(=O)(=O)N(C)C` gave hIAP activ 0.91, mIAP activ 1.1, A3G deaminase -5, MIN6 prolif 2, A3A deaminase 9, ATG4B inhibitor -10, mIAP block -5, hIAP inh 9 and MPTP inh -1.4.
For COCCN(C(=O)COC(=O)Cc1ccc(Cl)cc1Cl)c1c(N)n(Cc2ccccc2)c(=O)[nH]c1=O the results were hIAP activ 1, mIAP activ 0.96, A3G deaminase 43*, MIN6 prolif 0, A3A deaminase 7, ATG4B inhibitor -6, mIAP block 4, hIAP inh 0 and MPTP inh -2.1.
COC(=O)C1=C(C)NC(=O)NC1c1ccc([N+](=O)[O-])o1 (configuration not stated) was read as hIAP activ 0.85, mIAP activ 0.85, A3G deaminase -6, MIN6 prolif 0, A3A deaminase 0, ATG4B inhibitor -17, mIAP block 15, hIAP inh 15 and MPTP inh -1.2.
Screening CCOc1ccc(-n2c(C)nnc2SCC(=O)N(CC)CC)cc1 returned hIAP activ 0.84, mIAP activ 1.1, A3G deaminase -5, MIN6 prolif 3, A3A deaminase -1, ATG4B inhibitor -3, mIAP block -7, hIAP inh 16 and MPTP inh -3.1.
`COc1ccc(-c2nnc(SCc3ccc(C(=O)O)cc3)n2N)cc1` gave hIAP activ 1.1, mIAP activ 0.94, A3G deaminase -2, MIN6 prolif 3, A3A deaminase 2, ATG4B inhibitor -1, mIAP block 6, hIAP inh -10 and MPTP inh 2.4.
`CCOc1ccc(OCCn2c(S(=O)(=O)O)nc3c(N)ncnc32)cc1` gave hIAP activ 0.89, mIAP activ 1, A3G deaminase -10, MIN6 prolif 1, A3A deaminase -5, ATG4B inhibitor -1, mIAP block -1, hIAP inh 11 and MPTP inh -0.2.
`Cc1cnc(C(=O)NC2CCSc3ccccc32)cn1` (configuration not stated) gave hIAP activ 0.94, mIAP activ 0.99, A3G deaminase -2, MIN6 prolif -2, A3A deaminase 23, ATG4B inhibitor 3, mIAP block 0, hIAP inh 6 and MPTP inh -1.4.
`CC(OC(=O)Cc1n[nH]c(=O)c2ccccc12)C(=O)Nc1ccc(F)cc1Cl` (configuration not stated) gave hIAP activ 0.99, mIAP activ 1.1, A3G deaminase -5, MIN6 prolif -1, A3A deaminase 1, ATG4B inhibitor 4, mIAP block -5, hIAP inh 0 and MPTP inh -0.5.
Screening CCN1c2ccc(S(=O)(=O)N3CCOCC3)cc2N(Cc2ccc(OC)cc2)C1C (configuration not stated) returned hIAP activ 1, mIAP activ 0.9, A3G deaminase -5, MIN6 prolif -3, A3A deaminase -1, ATG4B inhibitor -8, mIAP block 10, hIAP inh -4 and MPTP inh -0.6.
`COc1cccc(CNC(=O)C2CCN(Cc3cnn(-c4ccccc4)c3-n3cccc3)CC2)c1` gave hIAP activ 1.6, mIAP activ 1.5, A3G deaminase -8, MIN6 prolif -4, A3A deaminase 0, ATG4B inhibitor 13, mIAP block -46, hIAP inh -58 and MPTP inh 1.5.
Screening Cc1ccc(S(=O)(=O)N2CCC(=O)N(CCOCc3ccc(C(F)(F)F)cc3)CC2)cc1 returned hIAP activ 0.96, mIAP activ 1, A3G deaminase -7, MIN6 prolif -8, A3A deaminase -3, ATG4B inhibitor -10, mIAP block -1, hIAP inh 4 and MPTP inh 78*.
`COc1ccc(C2CC(C(F)(F)F)n3nc(C(=O)N(C)Cc4cn(C)nc4C)c(Cl)c3N2)cc1` (configuration not stated) gave hIAP activ 1.1, mIAP activ 1.1, A3G deaminase -1, MIN6 prolif 2, A3A deaminase 2, ATG4B inhibitor -9, mIAP block -6, hIAP inh -8 and MPTP inh -3.6.
For O=C(OCc1nnc(-c2ccccc2)o1)c1ccccc1 the results were hIAP activ 1.1, mIAP activ 1.1, A3G deaminase -10, MIN6 prolif -4, A3A deaminase 0, ATG4B inhibitor -8, mIAP block -10, hIAP inh -6 and MPTP inh 0.4.
`COc1ccc(Oc2cc(Cl)nc(N)n2)cc1` gave hIAP activ 1.1, mIAP activ 0.98, A3G deaminase -1, MIN6 prolif 1, A3A deaminase 1, ATG4B inhibitor -2, mIAP block 2, hIAP inh -10 and MPTP inh -0.1.
COc1ccc(C2CC(=O)Nc3sc(=N)c4c(N)c(C#N)c(N)nc4c32)cc1OC (configuration not stated) was read as hIAP activ 0.89, mIAP activ 0.86, A3G deaminase -1, MIN6 prolif -1, A3A deaminase 0, ATG4B inhibitor -19, mIAP block 14, hIAP inh 11 and MPTP inh 0.5.
For COC(CNC(=O)c1ccc(CS(=O)(=O)c2c(Cl)cccc2Cl)o1)OC the results were hIAP activ 1.1, mIAP activ 0.96, A3G deaminase -7, MIN6 prolif -2, A3A deaminase -3, ATG4B inhibitor -3, mIAP block 4, hIAP inh -7 and MPTP inh 2.8.
For Cc1cc(OCC(=O)N2CCc3ccccc3C2)c(C)cc1Br the results were hIAP activ 0.89, mIAP activ 1, A3G deaminase 10, MIN6 prolif -5, A3A deaminase 1, ATG4B inhibitor 23, mIAP block -2, hIAP inh 11 and MPTP inh -0.1.

Screens as filed in PubChem BioAssay.
